Bioassay records deposited in PubChem by Broad Institute.
E-selectin induc: E-selectin induction on HUVECs; activation, % at 7.58 µM; P16581; HUVEC E-selectin immunofluorescence imaging; normalized: neutral wells 0, TNF-alpha wells 100; hit rate 0.37% among 260,000;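 active = mean E-selectin-positive cell signal at least 10% of the positive control, reached in at least 60% of replicates, without over 20% cell loss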;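 also: in these data hits start at about 27%; measured in HUVEC primary endothelial cells; signal is the percent of cells scored E-selectin positive by PE staining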
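Read-out: % PE-positive cells | Test system: HUVEC | Doses: One compound dose added by pin transfer | Buffer or medium: EGM-2 over gelatin coat | Signal: Immunofluorescence imaging | Benchmarks: TNF-alpha, DMSO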
RAD54 inh: blocks human RAD54 Holliday junction branch migration | Q92698 | FAM/BHQ fluorescence | inhibition, % at 10.4 µM | hit rate 0.14% among 360,000;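 active = mean normalized replicate activity at least 40 and at least half of replicates scoring 40 or more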;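 also: 0% = median of neutral control wells and 100% = median of positive control wells; inhibitors cause a drop in the FAM fluorescence signal; in these data hits start at about 50%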
Target sequence (Q92698 whole entry, looked up): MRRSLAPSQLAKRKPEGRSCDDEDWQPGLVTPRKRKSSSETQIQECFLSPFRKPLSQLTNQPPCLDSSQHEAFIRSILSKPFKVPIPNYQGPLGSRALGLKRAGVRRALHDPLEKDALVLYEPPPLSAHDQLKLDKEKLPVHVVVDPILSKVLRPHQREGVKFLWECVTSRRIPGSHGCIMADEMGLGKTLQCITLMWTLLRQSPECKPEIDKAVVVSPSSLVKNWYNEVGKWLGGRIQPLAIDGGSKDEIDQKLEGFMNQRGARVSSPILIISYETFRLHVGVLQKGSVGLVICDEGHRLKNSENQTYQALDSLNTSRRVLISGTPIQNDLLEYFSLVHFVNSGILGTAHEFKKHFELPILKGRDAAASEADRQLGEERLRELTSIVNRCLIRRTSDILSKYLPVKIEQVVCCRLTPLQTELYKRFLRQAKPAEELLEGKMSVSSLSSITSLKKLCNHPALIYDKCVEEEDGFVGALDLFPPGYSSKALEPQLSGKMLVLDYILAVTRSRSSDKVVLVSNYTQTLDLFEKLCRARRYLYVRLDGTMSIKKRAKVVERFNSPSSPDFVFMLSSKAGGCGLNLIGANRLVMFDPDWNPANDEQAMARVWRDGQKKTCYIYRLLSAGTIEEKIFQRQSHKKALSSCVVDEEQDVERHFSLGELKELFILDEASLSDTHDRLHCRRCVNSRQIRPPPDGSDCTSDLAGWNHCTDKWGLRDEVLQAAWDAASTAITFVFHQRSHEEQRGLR
Cneo AK release: causes C. neoformans cell lysis; adenylate kinase release luminescence, 4 h; normalised: neutral wells 0, clomiphene wells 100; lysis activity, % at 15 µM; hit rate 0.2% among 360,000; AID 651654;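 active = mean lysis activity across replicates of at least 80%, whatever share of replicates individually reach that level; inactive = mean lysis activity below 80%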
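Assay system: log-phase C. neoformans yeast / Quantity: yeast cell density of 5 × 10^6 cells/mL / Medium: fresh YPD growth medium / Compound: single dose / Timing: static 4 h at 37 °C with compound, 1 h detection / Measured by: adenylate kinase release luminescence / Read-out: lysis from increased AK signal / Benchmarks: Clomiphene as positive lysis control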
PGC1a acetyl inh: modulators of PGC1a acetylation | U2OS PGC1a acetylation, AlphaScreen anti-acetyl-lysine; with virally co-expressed GCN5 acetyltransferase | inhibition, % at 15.6 µM | hit rate 0.17% among 350,000;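 active = every replicate shows inhibition of at least 40%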;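 also: 0% = neutral control wells and 100% = positive control wells; some results beyond the cut were filed as inactive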
ERAP1 HTS inh: blocks human ERAP1 aminopeptidase activity. Q9NZ08. recombinant ERAP1, Leu-AMC fluorescence, 60 min. inhibition, % at 10.7 µM. hit rate 0.15% among 340,000;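 active = mean replicate inhibition of at least 30%, or all replicates individually reaching that 30% level; inactive = mean below 30% and not every replicate reaching it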;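 also: 0% = neutral control wells and 100% = L-leucinethiol positive control wells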
PglD DTNB: inhibitors of Campylobacter jejuni PglD acetyltransferase. hit rate 0.098% among 360,000. purified PglD enzyme, DTNB colorimetric CoA detection. inhibition, % at 12.5 µM; in the data active = inhibition above about 16%, passing the limit was not always enough; also: strong numbers were not always called active
miR122 inh: inhibitors of miR-122 in Huh7 cells; activation (reporter increase), % at 12.5 µM; Huh7 miR-122 Renilla luciferase sensor, 48 h; neutral wells = 0, positive control = 100; hit rate 0.3% among 340,000; AID 602342;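 active = mean replicate activation score at least 90 and every replicate individually at or above 90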;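 also: higher luciferase means less miR-122 activity so hits act as miR-122 inhibitors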
RAD52 inh: blocks human RAD52 DNA annealing | hit rate 0.46% among 360,000 | recombinant RAD52 DNA annealing, FRET fluorescence | inhibition, % at 18.7 µM | AID 651710;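 active = every replicate showing at least 50% inhibition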
Starred values were filed as active, the others as inactive; . = no result given; & = joins results of further samples; [ ] = remark or other dose.

Start of the data: the first 5 entries (preview)
Results follow in this order: E-selectin induc, RAD54 inh, Cneo AK release, PGC1a acetyl inh, ERAP1 HTS inh, PglD DTNB, miR122 inh, RAD52 inh
- CC=Cc1ccc2n(c1=O)C[C@@H]1[C@@H](CO)[C@H](C(=O)NCC)N(CCC(F)(F)F)[C@H]21 (mixture of isomers)
→ -0.5, -12, -3, ., 0, -1, 2[16.7 µM], -2
- CCNC(=O)C1(C)CCN(C(=O)c2cccc3ccccc23)C1 (stereo not drawn)
→ -0.1, 14, -4, 0, 0, 2, 1, -6
- COCC(=O)N(C)C[C@@H]1Oc2cc(-c3cncnc3)ccc2S(=O)(=O)N([C@@H](C)CO)C[C@H]1C
→ -0.4, 4, -5, 15, -3, -2, -1[16.7 µM], 9
- O=S(=O)(Cc1ccccc1)Nc1ccccc1
→ ., -2, -1, 2, -4, -5, -1, -15
- O=C(O)COc1ccccc1/C=N/NC(=O)c1cccc(S(=O)(=O)N2CCOCC2)c1
→ 2.7, -17, 3, 1, 0, -1, -8, -8

All compounds of this part, from the first entry:
Results follow in this order: E-selectin induc, RAD54 inh, Cneo AK release, PGC1a acetyl inh, ERAP1 HTS inh, PglD DTNB, miR122 inh, RAD52 inh
- CC=Cc1ccc2n(c1=O)C[C@@H]1[C@@H](CO)[C@H](C(=O)NCC)N(CCC(F)(F)F)[C@H]21 (mixture of isomers)
→ -0.5, -12, -3, ., 0, -1, 2[16.7 µM], -2
- CCNC(=O)C1(C)CCN(C(=O)c2cccc3ccccc23)C1 (stereo not drawn)
→ -0.1, 14, -4, 0, 0, 2, 1, -6
- COCC(=O)N(C)C[C@@H]1Oc2cc(-c3cncnc3)ccc2S(=O)(=O)N([C@@H](C)CO)C[C@H]1C
→ -0.4, 4, -5, 15, -3, -2, -1[16.7 µM], 9
- O=S(=O)(Cc1ccccc1)Nc1ccccc1
→ ., -2, -1, 2, -4, -5, -1, -15
- O=C(O)COc1ccccc1/C=N/NC(=O)c1cccc(S(=O)(=O)N2CCOCC2)c1
→ 2.7, -17, 3, 1, 0, -1, -8, -8
- Cc1cc([N+](=O)[O-])nn1CCCC(=O)Nc1cccc(Cl)c1Cl
→ -0.2, -7, -2, 6, ., -2, -2, -11
- O=C(Cc1cccs1)N(Cc1ccco1)C1(C(=O)NC2CCCCC2)CCCCC1
→ 0.3, -4, 0, -23, ., -4, 8, .
- CN=C1S/C(=C\c2ccc(O)c(Br)c2)C(=O)N1C
→ ., -1, -1, 5, 1, -1, -8, -25
- COc1ccc(OCCC(=O)Nc2ccc(S(N)(=O)=O)cc2)cc1
→ -0.1, ., ., ., -6, ., -6, -3
- CN(C(=O)COC(=O)C1CCN(S(=O)(=O)c2ccc3c(c2)OCCO3)CC1)C1CCS(=O)(=O)C1 (stereo not drawn)
→ -1.9, 4, -2, 3, -2, 0, ., 17

(list continues)
Results follow in this order: E-selectin induc, RAD54 inh, Cneo AK release, PGC1a acetyl inh, ERAP1 HTS inh, PglD DTNB, miR122 inh, RAD52 inh
- CCCNC(=O)N1[C@H](CO)[C@H](c2ccc(C#Cc3cccc(F)c3)cc2)[C@@H]1C#N
→ 0.9, ., ., -7, 0, ., ., -29
- COCC(=O)Nc1ccc2c(c1)C(=O)N(C)C[C@@H](OC)[C@@H](C)CN(C(=O)c1ccccc1)[C@H](C)CO2
→ -0.1, 3, 54, 2, ., 1, ., 14
- CC(=O)Nc1ccc(C(=O)NNC(=O)Cc2ccccc2)cc1
→ ., -8, 1, -6, -3, 1, 5, -8
- CN1CCC(N2CCN(C3CN(Cc4ccc(F)cc4)S(=O)(=O)C3)CC2)CC1 (stereo not drawn)
→ 0.6, -4, -1, 17, 0, 9, 3, 5
- COc1cccc(/C=C(\C#N)c2nc3ccccc3[nH]2)c1OCC(=O)O
→ ., 3, -2, ., -4, -8, 10, -55
- Cn1nc(C(C)(C)C)cc1C(=O)N1CCCC(c2cc(C(=O)NCc3ccccc3)no2)C1 (stereo not drawn)
→ -0.1, -14, 6, 10, 2, -6, 2, -1
- O=C(C[C@@H]1CC[C@@H](NC(=O)Cc2ccccn2)[C@H](CO)O1)NCCc1ccccc1
→ 0.2, 0, -3, -6, 0, 0, ., 9
- Fc1cccc(Cc2c(-c3ccc(Cl)cc3)nc3c(Cl)cc(C(F)(F)F)cn23)c1
→ 0.3, 3, -1, 3, -1, 4, -2, -12
- COc1ccc(NC(=O)c2nc[nH]c2C(=O)N(C)Cc2ccccc2)cc1
→ 0.1, -5, -1, 2, -2, 6, -3, -11
- COc1cccc(/C=C/C(=O)NNC(=O)c2ccncc2)c1
→ 2.9, ., ., ., 3, ., 7, -10

The list goes on:
Results follow in this order: E-selectin induc, RAD54 inh, Cneo AK release, PGC1a acetyl inh, ERAP1 HTS inh, PglD DTNB, miR122 inh, RAD52 inh
- Cc1c(O)c(CN2CCCCC2)cc2c3c(c(=O)oc12)CCC3
→ ., -2, 4, 6, ., -3, 0, .
- CCN(CC(=O)Nc1ccc2c(c1)OCCO2)C(=O)c1ccc(C)c(S(=O)(=O)N2CCOCC2)c1
→ 2.2, -3, -1, -6, -2, 0, -1, 1
- COCC(C)NC(=O)c1ccc2c(c1)S(=O)(=O)c1ccccc1C2=O (stereo not drawn)
→ ., -8, 1, ., 2, -2, -1, 6
- CCCNC(=O)N[C@@H]1CC[C@H](CCn2cc(C3CCCC3)nn2)O[C@@H]1CO
→ -0.1, 4, 2, 2, 0, 0, ., -4
- COc1ccc(C2NC(C(=O)O)Cc3c2[nH]c2ccccc32)cc1CN1CCN(c2ccc(F)cc2)CC1 (stereo not drawn)
→ 0.0, -6&1, -3&0, -11, ., 9&2, -1, -10
- N/C(=N\N=C/c1ccc(F)cc1)N/N=C\c1ccc(F)cc1
→ ., 3, 4, 1, -1, -1, 2, -1
- O=C(NC(Cc1nn[nH]n1)C(=O)OCc1ccccc1)OCc1ccccc1 (stereo not drawn)
→ ., -1, 0, 1, -7, 0, -5, -12
- C[C@@H]1CCCCO[C@H](CN(C)C(=O)Nc2ccc(F)cc2)[C@@H](C)CN([C@@H](C)CO)C(=O)c2cc(NS(=O)(=O)c3ccc(Cl)cc3)ccc2O1
→ -0.2, 2, 0, -12, -2, 3, 22[16.7 µM], -59
- COc1ccccc1C(=O)Nc1ccc2c(c1)C(=O)N(C)C[C@H](OC)[C@H](C)CN[C@@H](C)CO2
→ 0.3, -8, 0, -11, -1, 1, -20[16.7 µM], -7
- COc1ccccc1C(CNC(=O)c1ccc(C)c(S(=O)(=O)N2CCCCC2)c1)N(C)C (stereo not drawn)
→ ., 11, 0, -4, 2, -4, 4, -7

5 structures from above, arranged by length of the SMILES, highest first:
Results follow in this order: E-selectin induc, RAD54 inh, Cneo AK release, PGC1a acetyl inh, ERAP1 HTS inh, PglD DTNB, miR122 inh, RAD52 inh
- C[C@@H]1CCCCO[C@H](CN(C)C(=O)Nc2ccc(F)cc2)[C@@H](C)CN([C@@H](C)CO)C(=O)c2cc(NS(=O)(=O)c3ccc(Cl)cc3)ccc2O1
→ -0.2, 2, 0, -12, -2, 3, 22[16.7 µM], -59
- COc1ccccc1C(CNC(=O)c1ccc(C)c(S(=O)(=O)N2CCCCC2)c1)N(C)C (stereo not drawn)
→ ., 11, 0, -4, 2, -4, 4, -7
- CCCNC(=O)N[C@@H]1CC[C@H](CCn2cc(C3CCCC3)nn2)O[C@@H]1CO
→ -0.1, 4, 2, 2, 0, 0, ., -4
- COCC(C)NC(=O)c1ccc2c(c1)S(=O)(=O)c1ccccc1C2=O (stereo not drawn)
→ ., -8, 1, ., 2, -2, -1, 6
- N/C(=N\N=C/c1ccc(F)cc1)N/N=C\c1ccc(F)cc1
→ ., 3, 4, 1, -1, -1, 2, -1

(list continues)
Results follow in this order: E-selectin induc, RAD54 inh, Cneo AK release, PGC1a acetyl inh, ERAP1 HTS inh, PglD DTNB, miR122 inh, RAD52 inh
- CCCC#Cc1cnc2c(c1)C(=O)N([C@@H](C)CO)C[C@@H](C)[C@H](CN(C)C(=O)C1CC1)O2
→ ., 14, -3, 9, 1, 1, 0[16.7 µM], -9
- Cc1nn2c(COc3ccc(NC(=O)c4ccccc4)cc3)nnc2c2ccccc12
→ -0.2, -3, -2, 12, 2, 2, 4, -10
- CCOc1ccc(/C=N/Nc2cc(N3CCOCC3)nc(C)n2)c(O)c1
→ 0.0, -4, -2, 4, ., -2, -3, -6
- Cc1ccc(C)c(N2CCN(C(=O)Cn3c(=O)oc4cc(S(=O)(=O)N5CCCC5)ccc43)CC2)c1
→ 0.0, 0, 3, 4, 0, ., -6, -14
- O=[N+]([O-])c1ccc(N2CCN(c3ccc(F)cc3)CC2)cn1
→ 0.0, 1, -2, ., -1, 6, -2, -2
- CC(=O)N1CCOc2ccc(S(=O)(=O)N(C)c3cccc(C)c3)cc21
→ ., 4, -4, 5, -2, -2, 6, 0
- COc1ccc(C2NC(=O)CCC2[N+](=O)[O-])c(OC)c1 (stereo not drawn)
→ 0.2, 3, -13, -9, 3, 1, 0, -3
- COc1cc2cc(CCCOC(=O)c3ccc(C(F)(F)F)cc3)oc(=O)c2cc1OC
→ 0.1, 4, 2, -18, -6, 35*, -1, -7
- C[C@H](CO)N1C[C@H](C)[C@@H](CN(C)Cc2ccc(C(F)(F)F)cc2)Oc2c(NS(=O)(=O)c3cccs3)cccc2C1=O
→ -3.1, -3, 53, -5, 6, 10, 4[16.7 µM], 9
- CCCNC(=O)C/C(C)=N/NC(=O)C(=O)Nc1ccccn1
→ 0.7, ., ., -6, 3, ., ., -13

Later entries:
Results follow in this order: E-selectin induc, RAD54 inh, Cneo AK release, PGC1a acetyl inh, ERAP1 HTS inh, PglD DTNB, miR122 inh, RAD52 inh
- COc1ccccc1CNC(=O)C(=O)NCC1OCCN1S(=O)(=O)c1ccccc1 (stereo not drawn)
→ ., -1, 2, ., -1, 3, 3, -2
- C[C@@H]1CN([C@H](C)CO)C(=O)c2cc(C#CCN(C)C)cnc2O[C@H]1CN(C)C(=O)c1ccc(F)cc1
→ 0.0, 2, 0, 6, 2, 1, -11[16.7 µM], -16
- CC(=O)N(C)C[C@@H]1Oc2ncc(C#Cc3cccnc3)cc2C(=O)N([C@@H](C)CO)C[C@H]1C
→ 0.1, -3, -6, -10, 1, 1, -1[16.7 µM], -3
- COCC(=O)N1CCC(Oc2ccc(C(=O)N3CCCCC3COC)cc2)CC1 (stereo not drawn)
→ ., 5, -1, -4, -1, -3, 2, 0
- C[C@H]1CN([C@@H](C)CO)S(=O)(=O)c2ccc(-c3cncnc3)cc2O[C@H]1CN(C)C(=O)C1CCC1
→ 0.6, 2, 2, -8, 2, -4, -2[16.7 µM], -5
- CCCn1c(SCC(=O)NC2CCCC(C)C2C)n[nH]c1=O (stereo not drawn)
→ ., 4, -1, 2, ., 3, 6, .
- Fc1cccc(CSc2ncnc3c2ncn3C2CCCCO2)c1 (stereo not drawn)
→ 0.2, -1, -1, 0, 0, 1, -6, -8
- COc1cccc(S(=O)(=O)Nc2ccc3c(c2)[C@@H]2C[C@@H](CC(=O)N[C@@H](C)c4ccccc4)O[C@H](CO)[C@@H]2O3)c1
→ 0.2, 1, -5, -4, ., -2, 8[16.7 µM], -3
- COCCNC(=O)CSc1nc2sccc2c(=O)n1-c1ccccc1
→ 0.5, 6, 0, ., 1, -3, ., -15
